Screens deposited in PubChem by several laboratories.
BoNT F protease: blocks Botulinum neurotoxin F light chain protease; inhibition, % at 10 µM; Multiplex microsphere protease cleavage assay, flow cytometry; 0.22% of 360,000 active; in the data active = inhibition above about 35%, passing the limit was not always enough; inconclusive = no clear call, values can overlap the other calls; note: plate controls were buffer without enzyme for full effect and enzyme alone for no effect
Anthrax LF inh2: inhibitors of Bacillus anthracis lethal factor protease; inhibition, % at 10 µM; 0.12% of 360,000 active; multiplex microsphere protease cleavage assay, LF; note: plate controls were buffer without enzyme for full effect and enzyme alone for no effect
BoNT A protease: inhibitors of Botulinum neurotoxin A light chain protease; 0.17% of 360,000 active; inhibition, % at 10 µM; AID 588499; multiplex microsphere protease substrate cleavage, flow cytometry; note: plate controls were buffer without enzyme for full effect and enzyme alone for no effect
CCHF vOTU inh: CCHFV vOTU protease inhibition; inhibition, % at 11.5 µM; Pep-AMC fluorescence; 0.55% of 370,000 active; in the data active = inhibition above about 30%; note: 0% = vehicle wells with enzyme and 100% = no enzyme wells
Yp Topo-I inh: blocks Yersinia pestis topoisomerase I activity; Y. pestis Topo-I cleavage product accumulation, plate reader; activity, % at 10 µM; 0.064% of 360,000 active; AID 504884; in the data active = activity above about 50%, passing the limit was not always enough; inconclusive = no clear call, values can overlap the other calls; note: inactives centre near 2
FadD28 FP inh: blocks FadD28 binding to the bisubstrate probe. inhibition, % at 12.5 µM. fluorescence polarization. 0.22% of 360,000 active. AID 588549; in the data active = inhibition above about 8.5%, passing the limit was not always enough; inconclusive = no clear call, values can overlap the other calls
TcdB inh: TcdB glycohydrolase inhibition. P18177. TcdB glycohydrolase enzymatic assay, plate reader. inhibition, % at 9.99 µM. 0.24% of 350,000 active. AID 652162; in the data active = inhibition above about 10%
Target sequence (P18177 whole entry, looked up): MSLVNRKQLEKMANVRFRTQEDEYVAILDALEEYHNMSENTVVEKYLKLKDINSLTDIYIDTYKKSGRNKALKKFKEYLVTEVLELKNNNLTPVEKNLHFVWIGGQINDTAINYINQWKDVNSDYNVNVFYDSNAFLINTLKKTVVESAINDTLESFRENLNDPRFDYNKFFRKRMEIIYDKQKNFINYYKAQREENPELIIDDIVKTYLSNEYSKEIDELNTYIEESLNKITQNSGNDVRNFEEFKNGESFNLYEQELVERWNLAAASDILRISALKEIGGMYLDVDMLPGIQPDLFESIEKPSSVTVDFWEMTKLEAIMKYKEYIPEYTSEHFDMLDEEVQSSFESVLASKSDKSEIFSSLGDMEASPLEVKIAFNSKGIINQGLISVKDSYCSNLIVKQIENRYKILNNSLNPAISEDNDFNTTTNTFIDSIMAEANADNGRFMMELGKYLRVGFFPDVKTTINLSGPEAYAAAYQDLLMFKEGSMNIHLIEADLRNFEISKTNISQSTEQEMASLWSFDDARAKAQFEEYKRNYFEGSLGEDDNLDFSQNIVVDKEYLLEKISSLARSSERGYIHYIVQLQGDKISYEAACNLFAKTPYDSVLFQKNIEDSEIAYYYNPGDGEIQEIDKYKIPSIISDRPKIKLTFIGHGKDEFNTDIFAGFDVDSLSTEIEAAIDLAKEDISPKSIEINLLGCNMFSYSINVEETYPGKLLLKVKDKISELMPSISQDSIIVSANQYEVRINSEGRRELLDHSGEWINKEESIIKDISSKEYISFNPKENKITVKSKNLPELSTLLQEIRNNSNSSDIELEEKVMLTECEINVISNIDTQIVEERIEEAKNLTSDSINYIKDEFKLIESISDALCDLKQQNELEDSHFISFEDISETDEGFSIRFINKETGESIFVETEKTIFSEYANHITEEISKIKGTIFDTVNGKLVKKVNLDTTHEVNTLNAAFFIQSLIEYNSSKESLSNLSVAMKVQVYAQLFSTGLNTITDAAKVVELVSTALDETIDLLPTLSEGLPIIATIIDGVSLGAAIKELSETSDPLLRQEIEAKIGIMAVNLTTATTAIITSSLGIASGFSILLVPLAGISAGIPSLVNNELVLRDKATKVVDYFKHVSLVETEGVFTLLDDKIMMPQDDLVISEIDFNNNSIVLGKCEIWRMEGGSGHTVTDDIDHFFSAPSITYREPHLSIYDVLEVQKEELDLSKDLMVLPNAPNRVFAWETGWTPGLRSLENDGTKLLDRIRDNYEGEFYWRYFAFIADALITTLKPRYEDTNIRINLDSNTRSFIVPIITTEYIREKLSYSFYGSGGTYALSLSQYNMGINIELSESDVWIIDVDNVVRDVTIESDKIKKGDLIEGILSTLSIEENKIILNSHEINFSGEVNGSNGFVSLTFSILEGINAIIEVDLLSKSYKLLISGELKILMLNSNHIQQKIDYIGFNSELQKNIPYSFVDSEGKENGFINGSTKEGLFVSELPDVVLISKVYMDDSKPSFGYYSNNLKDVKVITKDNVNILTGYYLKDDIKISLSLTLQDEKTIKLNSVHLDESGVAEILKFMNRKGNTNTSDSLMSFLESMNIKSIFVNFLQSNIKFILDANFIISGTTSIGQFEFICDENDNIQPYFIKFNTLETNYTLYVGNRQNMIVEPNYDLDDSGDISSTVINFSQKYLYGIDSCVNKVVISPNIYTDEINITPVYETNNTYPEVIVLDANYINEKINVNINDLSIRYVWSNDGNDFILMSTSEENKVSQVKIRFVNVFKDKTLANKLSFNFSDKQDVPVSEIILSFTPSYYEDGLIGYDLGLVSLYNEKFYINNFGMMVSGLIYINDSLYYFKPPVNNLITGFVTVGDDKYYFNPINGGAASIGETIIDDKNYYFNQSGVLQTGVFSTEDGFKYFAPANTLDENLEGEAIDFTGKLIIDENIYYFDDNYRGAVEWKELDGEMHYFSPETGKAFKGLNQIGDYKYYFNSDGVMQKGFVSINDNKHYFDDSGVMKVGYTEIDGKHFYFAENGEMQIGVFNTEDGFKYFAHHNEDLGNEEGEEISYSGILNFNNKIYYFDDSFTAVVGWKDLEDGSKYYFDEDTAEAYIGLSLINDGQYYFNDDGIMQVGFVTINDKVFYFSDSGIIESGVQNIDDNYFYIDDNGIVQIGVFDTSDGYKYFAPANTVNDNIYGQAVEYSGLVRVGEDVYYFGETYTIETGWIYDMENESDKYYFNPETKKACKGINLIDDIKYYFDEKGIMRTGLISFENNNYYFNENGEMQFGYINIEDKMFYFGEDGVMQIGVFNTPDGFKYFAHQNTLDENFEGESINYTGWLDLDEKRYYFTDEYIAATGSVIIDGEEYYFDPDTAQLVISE
PrPC TRFRET: reduces human prion protein on the cell surface. inhibition, % at 13.8 µM. P04156. cell surface PrPC, TR-FRET read-out. AID 720596. 0.43% of 370,000 active; in the data active = inhibition above about 24%; note: 0% = median of the test wells and 100% = reference compound wells
PfHsp40 yeast: rescue of PfHsp40-mediated yeast toxicity; S. cerevisiae expressing PfHsp40, growth rescue, ATP luminescence; growth rescue, % at 12.5 µM; 0.68% of 340,000 active; AID 504582; in the data active = growth rescue above about 28%, passing the limit was not always enough; inconclusive = no clear call, values can overlap the other calls;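 note: yeast W303a lacking pdr1 and pdr3 grown in galactose medium; growth measured after three days at 30 °C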
* hit, by the source's call; ? = inconclusive; . = no result given; & = joins results of further samples. Cut-off read from the data, not from the text of the source, unless noted: active = inhibition above about 30%; inconclusive = no clear call, values can overlap the other calls; inactive = below that.

item	Compound	FadD28 FP inh	Yp Topo-I inh	PfHsp40 yeast	BoNT A protease	CCHF vOTU inh	Anthrax LF inh2	PrPC TRFRET	TcdB inh	BoNT F protease
1	CCOC(=O)C1CCCN(C(=O)c2ccccc2[N+](=O)[O-])C1 (stereo not drawn)	-4.1	9	0.2	0.1	-5	-1	2	1.4	0
2	Cc1cc(Cl)cc(C)c1OCCn1ccnc1	-3.0	4	-2.0	0.5	11	-30	8	1.8	3
3	CCCCN(C=O)c1c(CC)nc2c(OCc3ccc(S(C)(=O)=O)cc3)cccn12	-3.4	23	.	-0.2	0	2	-1	-0.3	-3
4	Cc1cc(C(=O)Nc2ccc3ccccc3c2)c(C)o1	-4.0	8	-0.5	-1.2	12	-3	7	2.2	1
5	COc1ccccc1/C=C/C=N/n1c(C)nnc1C	-2.5	7	?	0.5	-3	-3	2	-5.0	-4
6	CC(C)(C)C(=O)CN1C(=O)C2(OCCO2)c2ccccc21	-2.4	0	-1.5	1.2	10	4	0	.	10
7	CCOc1cc(C(=O)NC2=NCCS2)cc(OCC)c1OCC	-2.1	1	-1.5	0.0	-10	-1	5	1.9	-7
8	CCN(CC(=O)NCc1cccs1)C(=O)c1ccc(-c2cccc(C(F)(F)F)c2)o1	-2.7	23	3.1	-9.7	9	-5	-7	0.7	-7
9	CC[C@H](C)[C@H](NC(N)=O)C(=O)NCCc1ccc(Cl)cc1Cl	-2.6	-2	2.1	-1.8	11	-7	3	0.1	-3
10	Cc1c(C)c(C)c(CN2CCCC2)c(C)c1C	-1.8	2	0.0	-0.1	-8	-7	-4	-0.7	-7
11	CCCCN(C(=O)Cc1ccc(S(=O)(=O)N2CCOCC2)s1)c1c(N)n(CCCC)c(=O)[nH]c1=O	-2.1	3	-0.1	.	-1	.	-1	0.5	.
12	CCn1c(-c2nn(C)c(C)c2Cl)n[nH]c1=S	-1.5	4	-0.7	-0.9	-11	3	6	.	24
13	CN(C)S(=O)(=O)c1ccccc1N=C=S	-0.3	-5	.	1.9	17	5	1	-0.4	21
14	Cc1cc(C(=O)N/N=C\c2ccc(COc3ccc([N+](=O)[O-])cc3)o2)ccc1[N+](=O)[O-]	-4.3	-2	1.2	1.1	10	4	3	.	?
15	CC(=O)C1=NN(c2ccccc2)C(c2ccc3c(c2)OCO3)N1c1ccccc1 (stereo not drawn)	-3.5	17	-0.4	5.6	8	4	0	0.5	-2
16	Cc1nnc(SCC(=O)c2cc(C)n(C3CC3)c2C)s1	-1.0	5	0.2	-0.6	1	-2	3	.	4
17	CCOC(=O)c1cnc2c(CC)cccc2c1NCCN1CCOCC1	-1.5	10	2.0	2.5	14	3	0	1.4	?
18	CC(C)C(C)NC(=O)CSc1ccc(S(=O)(=O)N2CCOCC2)cn1 (stereo not drawn)	-1.7	-4	0.7	0.0	-3	-2	5	1.9	-5
19	COc1ccc(C(=O)Nc2ccc(NS(=O)(=O)c3ccccc3)cc2)cc1OC	-1.1	17	0.5	0.4	-3	-4	2	-0.2	-6
20	Cc1nc(CC(=O)Nc2nc(C(C)(C)C)cs2)cs1	0.5	7	-1.1	0.1	-13	-6	9	.	8
21	COc1ccc(S(=O)(=O)Nc2ccc(N(C)C(C)=O)cc2)cc1	-1.2	0	-0.1	.	-5	.	1	.	.
22	Cc1onc(-c2c(Cl)cccc2Cl)c1C(=O)Nc1nc(C(C)(C)C)cs1	-1.3	5	-0.2	-2.5	2	-2	14	6.2	?
23	N#Cc1c(N2CCCCC2)nc(N2CCCCC2)c2c1CCN(Cc1ccccc1)C2	-0.6	14	-0.2	?	3	12	-10	.	-1
24	O=C(CCOc1ccccc1)Nc1ccnn1C1CCN(Cc2ccc(CO)o2)CC1	-3.0	8	-0.6	-4.4	8	0	-3	-0.4	-10
25	O=[N+]([O-])c1cnc(Sc2ccncn2)c([N+](=O)[O-])c1	-0.9	-5	.	-0.9	7	-3	-19	-0.5	1
26	O=C(CSc1nc2ccccc2c(=O)n1-c1ccc(Cl)c(Cl)c1)Nc1ccc2c(c1)CCC2	-1.1	0	.	0.0	10	0	6	-0.1	1
27	O=C(CN1CCC(c2nc3ccccc3s2)CC1)NCc1ccccc1	-1.0	28	-0.9	0.2	15	3	-8	.	-11
28	Cc1nc(=O)c(-c2ccccc2)c(C)n1CC1CCCO1 (stereo not drawn)	-3.3	-1	8.7	-0.2	0	-3	3	.	0
29	CSc1ccc(CCNC(=O)C2CCCN(c3ncnc4c3nc3n4CCCCC3)C2)cc1 (stereo not drawn)	-0.4	35	0.2	0.0	1	-2	3	-0.3	1
30	Cc1ccc(CNC(=O)COc2ccccc2-c2ccccc2)cc1	-1.3	18	1.6	-0.4	18	0	8	.	-4
31	CCCCn1c(N)c(N(CC(C)C)C(=O)c2cc(=O)[nH]c3ccccc23)c(=O)[nH]c1=O	-2.1	-1	0.7	2.7	6	?	0	0.0	17
32	COCCN(C(=O)CCC(=O)Nc1cc(C)on1)C(C(=O)NC1CCCC1)c1ccccc1F (stereo not drawn)	-2.0	-4	-1.4	-4.8	0	7	-1	1.4	-22
33	NS(=O)(=O)c1ccc(-c2ccc(/C=N/NC(=O)c3ccc([N+](=O)[O-])cc3)o2)cc1	-2.7	3	-2.0	1.0	-8	2	0	-0.5	6
34	COc1ccccc1Oc1ccc(NC(=O)c2ccccc2)cc1	-1.4	-4	-0.5	0.5	-7	-1	-3	0.6	-3
35	CCOc1ccc(-c2ccc(/C=C3/C(=N)N4C(C)=CSC4=NC3=O)o2)c([N+](=O)[O-])c1	-2.2	5	-1.6	4.6	-8	7	-3	-1.2	-2
36	COc1ccc(C(=O)NC2(C(F)(F)F)C(=O)Nc3c2c(=O)[nH]c(=O)n3CCc2ccc(OC)c(OC)c2)cc1 (stereo not drawn)	-4.2	8	-0.8	-0.6	-1	1	-6	.	-8
37	O=C(CSc1nc2c(c(=O)[nH]1)CCC2)Nc1cccc(Cl)c1	-1.7	-1	0.1	0.8	-3	-1	5	.	-1
38	CCOc1ccc2c(c1)nc(SCC(=O)c1cccs1)n2C	-1.4	9	-1.4	-0.6	5	-1	1	2.5	-11
39	O=C(NCCC1CCCCN1S(=O)(=O)c1ccc(F)cc1)C(=O)NC1CC1 (stereo not drawn)	-3.4	-11	1.2	2.7	-8	-1	-1	3.8	?
40	CC(C)(C)c1ccccc1NC(=O)Nc1nc(C(N)c2ccccc2)cs1 (stereo not drawn)	-0.3	8	.	-0.5	0	0	0	1.1	-11
41	Cc1ccnc(NS(=O)(=O)c2ccc(NC(=O)Cc3cccs3)cc2)n1	-2.9	-1	0.7	?	.	-1	.	.	-2
42	COc1ccccc1N1CCN(C(=O)[C@@H]2CCCN2C2=NS(=O)(=O)c3ccccc32)CC1	0.4	-8	.	0.4	1	-2	6	0.7	12
43	COc1ccc(S(=O)(=O)N(C)C[C@H]2Oc3ccc(NC(=O)C4CC4)cc3C(=O)N([C@H](C)CO)C[C@@H]2C)cc1	-0.3	16	-1.3	-1.0	3	-8	1	-0.6&0.4	0
44	CCOC(=O)c1cc(NC(=O)N(CC)C2CCCCC2)c(C)nc1C	0.1	12	-0.2	0.0	.	0	.	0.2	-7
45	O=C(CNC(=O)C12CC3CC(CC(C3)C1)C2)OCc1cc(=O)n2cc(Br)ccc2n1	-1.6	0	0.6	-0.6	-15	-8	1	-1.2	-5
46	O=C(O)c1cc(NCc2c(F)cccc2Cl)ccc1N1CCOCC1	-0.6	4	105*	0.6	0	-1	5	.	-2
47	Cc1cccc(N(Cc2cc3ccc(C)cc3[nH]c2=O)C(=O)c2ccco2)c1	-0.5	28	0.4	-0.5	5	-3	4	-1.4	-3
48	COCCn1c(SCc2csc(-c3ccccc3)n2)nc2ccccc21	-2.7	39	1.8	?	-1	-1	3	.	-6
49	O=C(Nc1cccc(C(F)(F)F)c1)c1cccc(NS(=O)(=O)c2ccc(Br)c(C(=O)O)c2)c1	-3.4	-7	-0.7	-1.8	-2	-1	-8	0.1	-12
50	Cc1ccc(S(=O)(=O)N(c2cc(Cl)c(O)c(Cl)c2)P(=O)(OC(C)C)OC(C)C)cc1	-2.5	5	-0.1	0.3	-5	2	9	1.4	-2
51	COc1cccc(NC(=O)CNCc2ccccc2)c1	-3.5	4	0.0	-7.6	-18	11	-2	-0.2	?
52	CCN(CC)C(=O)COc1ccc(-c2ccccc2)cc1	-2.2	7	-1.1	0.1	-6	0	1	.	-3
53	CCOc1ccc(CNC(=O)CCc2cn(C)c3ccccc23)cc1OC	?	0	0.7	-0.3	14	-7	5	3.0	-4
54	CSc1cc(-c2ccccc2)n(C)c(=O)c1C#N	-3.0	-3	-0.2	0.3	3	-6	8	1.4	-1
55	CCN(CC)S(=O)(=O)c1ccc(N2CCN(CCO)CC2)nc1	-2.8	0	-0.4	-0.7	-4	-2	0	.	-6
56	Nc1cc(C(=O)OCC(=O)NC(c2ccccc2)c2ccccc2)ccc1Cl	-3.1	-7	0.4	-0.3	-8	4	3	.	1
57	CC(C)(C)C(=O)Nc1ccc(-c2cn3ccsc3n2)cc1	-2.2	1	-0.3	1.4	5	4	-4	.	?
58	O=C(N/N=C\C=C\c1ccco1)c1cc(-c2ccc3ccccc3c2)n[nH]1	-14	-4	0.3	-0.7	10	0	1	0.4	0
59	CN(C)S(=O)(=O)c1ccc(N2CCCC2)c(C(=O)Nc2ccc(Br)cc2F)c1	-1.4	-2	0.1	-170	1	-34	5	-1.3	-230
60	Cc1ccc(NC(=O)c2ccco2)cc1	-2.8	3	.	-0.2	5	0	-2	5.8	-6

Next part:
item	Compound	FadD28 FP inh	Yp Topo-I inh	PfHsp40 yeast	BoNT A protease	CCHF vOTU inh	Anthrax LF inh2	PrPC TRFRET	TcdB inh	BoNT F protease
61	COc1cc2cc(CN(CCO)S(=O)(=O)c3ccccc3)c(=O)[nH]c2cc1OC	-4.2	3	0.0	1.3	-43	7	9	.	14
62	CCOc1ccc2nc(N=NC3=C(O)CC(C)(C)CC3=O)sc2c1	-3.0	0	0.8	-0.6	2	2	-4	0.8	-6
63	Cc1cccc2c1cnn2C(=O)CCC(=O)N1CC(C)CC(C)C1 (stereo not drawn)	-4.8	6	0.6	0.1	13	5	-1	0.6	-6
64	COCCCn1c(SCC(=O)N2CCCC(C)C2)nnc1-c1ccco1 (stereo not drawn)	-2.7	4	0.7	-3.4	15	2	-3	1.6	1
65	CCC(=O)NC(Nc1nc2ccc(C)cc2s1)(C(=O)OC)C(F)(F)F (stereo not drawn)	-4.1	3	-0.1	-0.4	11	-1	2	.	-7
66	FC(F)(F)c1ccccc1NC(=S)N1CCCC1	-1.6	-2	-0.3	0.4	11	-1	10	1.2	?
67	Cc1ccnc(NC(=O)C2CCCN(S(=O)(=O)c3ccc4[nH]c(=O)ccc4c3)C2)c1 (stereo not drawn)	-2.2	0	-0.5	0.7	13	1	-4	2.8	-2
68	CCC(C)(C(=O)NC1CCCCC1)N(Cc1cccs1)C(=O)Cc1cccs1 (stereo not drawn)	-1.0	1	-1.1	-0.5	-2	-1	0	.	-6
69	CCOC(=O)CNC(=O)CCc1nnc2ccc(N3CCC(C)CC3)nn12	-2.5	2	-0.4	-0.4	-17	-10	-2	-0.1	-10
70	O=C(COC(=O)c1ccc(Cl)nc1)Nc1cc(S(=O)(=O)N2CCOCC2)ccc1Cl	.	0	-1.5	-0.7	9	7	7	-0.1	-9
71	CCCCNC(=O)c1nn2c(C(F)(F)F)cc(-c3ccc(OC)cc3)nc2c1Br	-2.5	-1	-0.9	-1.6	-11	1	-7	1.4	-12
72	CNc1ccc(SC#N)cc1	-1.0	-7	0.8	-0.4	7	0	5	0.3	-5
73	COc1ccc(-n2nc3c(c2NC(=O)C(C)Oc2ccccc2)CS(=O)C3)cc1 (stereo not drawn)	-0.1	-11	-0.6	0.3	0	-1	1	1.9	-3
74	C=C(C)C1CC=C(C)/C(=N/NC(=O)COc2cccc(C)c2)C1 (stereo not drawn)	-1.3	16	-0.8	-3.2	4	-3	1	.	-8
75	N#Cc1c(N)sc(=S)c2c1CCCC2	0.0	-11	1.4	10	-8	12	-5	.	-5
